# GAA glycogen mod: GAA glycogen-cleavage inhibition or activation; recombinant GAA, glycogen substrate, Amplex Red glucose oxidase fluorescence; P10253; 300,000 compounds, 0.38% hits; Potency, µM (series often up to 76.4 µM), for inactives: top-dose activity change, negative = inhibition, usual class: inhibitors; AID 2100; active = well fitted inhibition curve with a large enough effect; inconclusive = small, poorly fitted or top-dose-only effect, or another doubt; inactive = no such curve, though single readings can be large or run the other way;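 also: 0% = full enzyme reaction and -100% = no-enzyme basal signal; the screen sought inhibitors and activators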
#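 Recombinant human enzyme (4 nM); glycogen substrate; 37 C, 40 min, pH 5.0. Readout: coupled glucose oxidase/Amplex Red fluorescence.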
# * = called active by the depositor; ? = inconclusive; [ ] = another dose, or the depositor's remark. Potency is read from the fitted curve at half-maximal effect. These rows are one share of the data; rates above refer to the full screens.
1: CCc1nc2cccnc2n1-c1ccc(C(=O)O)cc1
- GAA glycogen mod: 6%
2: CCN(CC)S(=O)(=O)c1ccc2c(c1)NC(=O)C1CCCN21 (stereo not drawn)
- GAA glycogen mod: ?
3: COc1ccccc1-n1nnnc1SCC(=O)N(CC(C)C)C1CCS(=O)(=O)C1 (stereo not drawn)
- GAA glycogen mod: -10%[76.3 µM]
4: CCN(CC)CCn1cnc2c1c(=O)[nH]c(=O)n2Cc1ccccc1
- GAA glycogen mod: 6%
5: CC1C(=O)Nc2ccccc2N1C(=O)c1ccc(F)cc1F (stereo not drawn)
- GAA glycogen mod: 2%
6: CC(NC(=O)c1cccs1)C(S)c1ccccc1 (stereo not drawn)
- GAA glycogen mod: -1%[76.3 µM]
7: Cc1ccc(-c2n[nH]c(=O)c3ccccc23)cc1S(N)(=O)=O
- GAA glycogen mod: -2%[76.3 µM]
8: CC(=O)N1c2ccc(S(=O)(=O)N3CCC(C(=O)NC4CCCCC4)CC3)cc2CC1C (stereo not drawn)
- GAA glycogen mod: -24%[76.3 µM]
9: Cc1ccc(Oc2coc3cc(O)ccc3c2=O)cc1
- GAA glycogen mod: 2%
10: COc1ccc(C(=O)NCCNc2ccc([N+](=O)[O-])cc2)cc1OC
- GAA glycogen mod: -10%[76.3 µM]
11: CCn1nnc2cc(C(=O)NCCc3ccccc3F)ccc21
- GAA glycogen mod: -2%[76.3 µM]
12: CC1=CC2=NC(=O)CC(C)(C(=O)N(CC(=O)NC3CCCC3)Cc3ccccc3)N2C=C1 (stereo not drawn)
- GAA glycogen mod: -1%
13: COC(=O)c1c(NC(=O)c2ccccc2OC)sc(C(=O)N2CCOCC2)c1C
- GAA glycogen mod: 2%
14: CCOc1ccc(C(=O)NCc2ccco2)cc1Cl
- GAA glycogen mod: -1%[76.3 µM]
15: Cc1ccc(C(C)(C)NC(=O)C2CCC(=O)N(Cc3ccccc3F)C2)cc1 (stereo not drawn)
- GAA glycogen mod: 5%[76.3 µM]

16: COc1ccc(OC)c(NC(=O)COc2ccc(S(=O)(=O)N3CCCC3)cc2)c1
- GAA glycogen mod: 3%
17: COc1cc(CN2CCCCCC2)cc(OC)c1O
- GAA glycogen mod: ?
18: COc1ccc(S(=O)(=O)NCC(=O)NC2CC2)cc1OC
- GAA glycogen mod: -9%[76.3 µM]
19: Cc1ccccc1CC(=O)N1CCCC1
- GAA glycogen mod: 4%[76.3 µM]
20: COc1ccc(NS(=O)(=O)c2cc3c(cc2C)N(C)CCO3)c(OC)c1
- GAA glycogen mod: 5%[76.3 µM]
21: O=C(O)c1c(-c2ccccc2)nnc2ccccc12
- GAA glycogen mod: 0%
22: CC(=O)Nc1ccc(NC(=O)CSc2nnc(-c3cccs3)n2C)cc1
- GAA glycogen mod: 2%
23: Nc1cn(C2OC(CO)C(O)C2O)c(=O)[nH]c1=O (stereo not drawn)
- GAA glycogen mod: 0%[76.3 µM]
24: CCOc1ccc(CCNC(=O)CCNS(=O)(=O)c2ccc(Br)cc2)cc1OCC
- GAA glycogen mod: 2%[76.3 µM]
25: NC(=O)CN1CCCC1c1ccc2c(c1)OCCO2 (stereo not drawn)
- GAA glycogen mod: 8%
26: CCC(C)c1ccccc1NC(=O)c1[nH]c(C)c(C(C)=O)c1C (stereo not drawn)
- GAA glycogen mod: 9%[76.3 µM]
27: Cn1c2ccccc2c(=O)c2ccc(C#CC3(O)CCCCC3)cc21
- GAA glycogen mod: 10%[76.3 µM]
28: CC1CCCN(CCC(=O)Nc2ccc(F)c(F)c2)C1 (stereo not drawn)
- GAA glycogen mod: -1%[76.3 µM]
29: CC(C)(C)c1ccc(C(CC(=O)O)NC(=O)Cc2ccccc2)cc1 (stereo not drawn)
- GAA glycogen mod: -15%
30: Cc1ccc(C)c(S(=O)(=O)NCC(=O)N2CCCC2)c1
- GAA glycogen mod: 1%[76.3 µM]

# An excerpt from above in order of their number in GAA glycogen mod, smallest number first.
nr | Molecule | GAA glycogen mod
29 | CC(C)(C)c1ccc(C(CC(=O)O)NC(=O)Cc2ccccc2)cc1 (stereo not drawn) | -15%
21 | O=C(O)c1c(-c2ccccc2)nnc2ccccc12 | 0%
22 | CC(=O)Nc1ccc(NC(=O)CSc2nnc(-c3cccs3)n2C)cc1 | 2%
16 | COc1ccc(OC)c(NC(=O)COc2ccc(S(=O)(=O)N3CCCC3)cc2)c1 | 3%
25 | NC(=O)CN1CCCC1c1ccc2c(c1)OCCO2 (stereo not drawn) | 8%

# Continued:
31: O=C(Nc1ccc(F)cc1)Nc1cnccn1
- GAA glycogen mod: -4%[76.3 µM]
32: O=C(NC1CCN(S(=O)(=O)c2ccc(Cl)c(F)c2)CC1)c1cccnc1
- GAA glycogen mod: 2%
33: FC(F)Oc1ccc(NC(=S)NC2CCCCCCC2)cc1
- GAA glycogen mod: -12%[76.3 µM]
34: CC(C)(C)NC(=O)NC(=O)CN1C(=O)NC(C)(c2ccccc2)C1=O (stereo not drawn)
- GAA glycogen mod: -10%
35: CCN1C(=O)c2ccccc2S(=O)(=O)c2ccc(C(=O)NCCOC)cc21
- GAA glycogen mod: 4%
36: COc1ccc(/C=N/NC(=O)c2ccc(N3CCCC3=O)cc2)cc1
- GAA glycogen mod: -6%
37: C=CCC1(CC=C)CCCN1C(=O)c1cc(COc2cccc(OC)c2)on1
- GAA glycogen mod: -4%[76.3 µM]
38: COc1ccc(S(=O)(=O)CCC(=O)N2CCN(c3ccc(C(C)=O)cc3)CC2)cc1
- GAA glycogen mod: -3%[76.3 µM]
39: Cc1ccc(CCNC(=O)C2CCCN(S(C)(=O)=O)C2)cc1 (stereo not drawn)
- GAA glycogen mod: 2%
40: CCOC(=O)c1ccc(C(=S)N2CCCC2)cc1
- GAA glycogen mod: 3%
41: COc1ccc(N2CCN(C(=O)CC(C)S(=O)(=O)c3ccc4c(c3)NC(=O)CO4)CC2)cc1 (stereo not drawn)
- GAA glycogen mod: -8%[76.3 µM]
42: CN(CC(=O)Nc1cccc(F)c1)C(=O)c1ccc(-c2ccc(Cl)cc2)o1
- GAA glycogen mod: 0%[76.3 µM]
43: C=CCn1c2ccccc2c2nnc(SCC(N)=O)nc21
- GAA glycogen mod: -14%
44: CN(Cc1nccn1C)C(=O)C1CCC(=O)N(CCc2ccc(Cl)cc2)C1 (stereo not drawn)
- GAA glycogen mod: -3%[76.3 µM]
45: CCOc1ccc(NC(=O)Nc2nc(SCC)ns2)cc1
- GAA glycogen mod: -1%[76.3 µM]

# 3 entries picked at random from the list so far:
18: COc1ccc(S(=O)(=O)NCC(=O)NC2CC2)cc1OC
- GAA glycogen mod: -9%[76.3 µM]
10: COc1ccc(C(=O)NCCNc2ccc([N+](=O)[O-])cc2)cc1OC
- GAA glycogen mod: -10%[76.3 µM]
11: CCn1nnc2cc(C(=O)NCCc3ccccc3F)ccc21
- GAA glycogen mod: -2%[76.3 µM]

# (cont.)
46: O=C1CN(C(=O)c2ccc(Cl)c([N+](=O)[O-])c2)c2ccccc2N1
- GAA glycogen mod: -1%[76.3 µM]
47: CC(C)(C)C(=O)NN=C1CCC(c2ccccc2)CC1 (stereo not drawn)
- GAA glycogen mod: -4%[76.3 µM]
48: COc1ccc(NC(=O)C2CC(c3c(F)cccc3Cl)=NO2)cc1 (stereo not drawn)
- GAA glycogen mod: 15%[76.3 µM]
49: CCOc1ccc(C(CC(=O)O)NC(=O)COc2ccc3ccccc3c2)cc1OC (stereo not drawn)
- GAA glycogen mod: 3%
50: Cc1ccc2c(CN3CCN(Cc4ccccc4)CC3)cc(=O)oc2c1C
- GAA glycogen mod: 6%
51: CCOC(=O)C1CCN(C(=O)C2(NC(=O)Nc3ccccc3C)CCCCC2)CC1
- GAA glycogen mod: -11%
52: Cc1ccc(-c2nnc(COC(=O)c3ccco3)o2)cc1
- GAA glycogen mod: 3%[76.3 µM]
53: Cc1ccc(OCC(=O)N2CCC(N3CC(C)CC(C)C3)CC2)cc1 (stereo not drawn)
- GAA glycogen mod: -1%[76.3 µM]
54: Cc1ccc2c(c1)S/C(=C\c1cccc[n+]1C)N2CCO
- GAA glycogen mod: 1%
55: CCOC(=O)N1CCN(C2=C(NS(=O)(=O)c3ccc(C)cc3)C(=O)c3ccccc3C2=O)CC1
- GAA glycogen mod: -1%[76.3 µM]
56: O=C(NCCCn1ccnc1)c1ccc2ccccc2c1
- GAA glycogen mod: -5%[76.3 µM]
57: CCOC(=O)C1CCN(C(=O)c2ccccc2NC(=O)C2=C(C)OCCS2)CC1
- GAA glycogen mod: -1%[76.3 µM]
58: O=C(c1ccc(F)cc1)N1CCN(C2=NS(=O)(=O)c3ccccc32)CC1
- GAA glycogen mod: 10%
59: CCOc1ccccc1C(=O)NC(C)c1ccc(-n2ccnc2)cc1 (stereo not drawn)
- GAA glycogen mod: -1%[76.3 µM]
60: CC1CC(C)CN(S(=O)(=O)c2ccc3c(c2)C(C)(C)C(=O)N3C)C1 (stereo not drawn)
- GAA glycogen mod: -5%[76.3 µM]

61: COc1ccc(NS(=O)(=O)c2ccc(C)c(C(=O)NC3CCN(Cc4ccccc4)CC3)c2)cc1
- GAA glycogen mod: 2%[76.3 µM]
62: O=C(COC(=O)C1C2CC3OC(=O)C1C3C2)Nc1ccc(Br)cc1 (stereo not drawn)
- GAA glycogen mod: 5%
63: C[C@@H](CSc1ccccc1)CN1CC[C@H](O)CCC1=O
- GAA glycogen mod: -13%[76.3 µM]
64: COc1ccccc1Cn1c(=S)[nH]c2ccc(F)cc2c1=O
- GAA glycogen mod: 3%
65: Cn1c(SCC(=O)Nc2ccc3c(c2)n(C)c(=O)n3C)nnc1-c1ccncc1
- GAA glycogen mod: 5%
66: Cc1cc(C)cc(NC(=O)Nc2c(Br)cnn2C)c1
- GAA glycogen mod: 0%
67: Cc1ccc(NS(=O)(=O)c2ccc(C(C)(C)C)cc2)cn1
- GAA glycogen mod: 19%[76.3 µM]
68: CCCOc1ccc(C(=O)CCC(=O)OCC(=O)N(C)c2c(N)n(Cc3ccccc3)c(=O)[nH]c2=O)cc1
- GAA glycogen mod: 0%[76.3 µM]
69: CC(=O)N1CCc2cc(S(=O)(=O)NCc3ccc(C)cc3)ccc21
- GAA glycogen mod: -11%[76.3 µM]
70: O=C(c1cc(-c2ccccc2Cl)on1)N1CCCC1
- GAA glycogen mod: 1%
71: N#C/C(=C\c1ccccc1C(=O)O)c1nc2ccccc2[nH]1
- GAA glycogen mod: -8%
72: CCOc1ccc(NC(=O)N2CCc3ccccc3C2)cc1
- GAA glycogen mod: 0%[76.3 µM]
73: CCNC(=O)CNC(=O)c1nn(Cc2ccccc2)c(=O)c2ccccc12
- GAA glycogen mod: 8%
74: Cc1cc(C)nc(SC2CC(=O)N(c3ccc(Cl)cc3)C2=O)n1 (stereo not drawn)
- GAA glycogen mod: -4%[76.3 µM]
75: COc1cc(C)c(S(=O)(=O)NOCc2ccccc2)c(C)c1C
- GAA glycogen mod: -14%[76.3 µM]

76: CCOc1ccccc1NC(=O)NNC(=O)CCc1ccc(OC)cc1
- GAA glycogen mod: 0%[76.3 µM]
77: Cc1cccc(NCc2nc(SCC(=O)Nc3ccccc3Br)n[nH]2)c1
- GAA glycogen mod: 2%[76.3 µM]
78: Cc1oc(-c2ccc(Cl)cc2)nc1CS(=O)CC(=O)NCc1ccccn1 (stereo not drawn)
- GAA glycogen mod: 1%[76.3 µM]
79: COc1ccc(C(=O)Nc2ccccc2C(=O)Nc2ccccc2C(=O)O)cc1
- GAA glycogen mod: -4%[76.3 µM]
80: O=C(CCn1cncn1)N1CCN(S(=O)(=O)c2ccc(Cl)cc2)CC1
- GAA glycogen mod: -12%

# Ordered by number of heavy atoms (rising): 6 of the compounds above
6: CC(NC(=O)c1cccs1)C(S)c1ccccc1 (stereo not drawn)
- GAA glycogen mod: -1%[76.3 µM]
14: CCOc1ccc(C(=O)NCc2ccco2)cc1Cl
- GAA glycogen mod: -1%[76.3 µM]
33: FC(F)Oc1ccc(NC(=S)NC2CCCCCCC2)cc1
- GAA glycogen mod: -12%[76.3 µM]
26: CCC(C)c1ccccc1NC(=O)c1[nH]c(C)c(C(C)=O)c1C (stereo not drawn)
- GAA glycogen mod: 9%[76.3 µM]
58: O=C(c1ccc(F)cc1)N1CCN(C2=NS(=O)(=O)c3ccccc32)CC1
- GAA glycogen mod: 10%
73: CCNC(=O)CNC(=O)c1nn(Cc2ccccc2)c(=O)c2ccccc12
- GAA glycogen mod: 8%

# Screens as filed in PubChem BioAssay.
